Screens deposited in PubChem BioAssay by The Scripps Research Institute Molecular Screening Center.
PAFAH1B2 FP inh: PAFAH1B2 (human) inhibition. P68402. recombinant PAFAH1B2, FP-rhodamine activity probe, fluorescence polarization. inhibition, % at 3.39 µM. actives 1.2% (n = 340,000);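 active = inhibition above the mean of all tested compounds plus 3 SD, cut at about 24% in these data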;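 note: 0% = enzyme with DMSO and 100% = wells lacking PAFAH1B2; many of its hits are not listed in these tables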
pPAFAH FP inh: pPAFAH (human) enzyme inhibition | AID 463082 | recombinant pPAFAH, FP-rhodamine probe fluorescence polarization | inhibition, % at 3.39 µM | Q13093 | actives 1.5% (n = 330,000);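 active = inhibition above the mean inhibition across the screen plus 3 SD, cut at about 25% in these data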;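 note: inhibitors block binding of the rhodamine activity-based probe so polarization drops; 0% = enzyme with DMSO and 100% = wells lacking pPAFAH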
GSTO1 inh: GSTO1 inhibition, counter-screen for RBBP9 inhibitors; P78417; actives 1.1% (n = 300,000); recombinant GSTO1, activity-based probe fluorescence polarization; inhibition, % at 5.96 µM;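 active = inhibition above the campaign mean inhibition plus 3 SD, cut at about 35% in these data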;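 note: 0% = GSTO1-1 with DMSO and 100% = wells lacking GSTO1-1 enzyme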
PAFAH2 FP inh: PAFAH2 (human) inhibition; AID 492956; recombinant PAFAH2, FP-rhodamine activity probe, fluorescence polarization; actives 0.99% (n = 340,000); inhibition, % at 3.39 µM;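 active = inhibition above the mean over all tested compounds plus 3 SD, cut at about 30% in these data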;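 note: inhibitors block probe labeling of enzyme so polarization drops; 0% = enzyme with DMSO and 100% = wells lacking PAFAH2 protein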
PME-1 primary: blocks human protein phosphatase methylesterase 1; recombinant PME-1, FP-Rh probe fluorescence polarization; actives 0.53% (n = 320,000); Q9Y570; inhibition, % at 5.9 µM; AID 2130;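 active = inhibition above the campaign mean of all compounds plus 3 SD, cut at about 26% in these data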;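 note: competitive labeling of PME-1 active site by serine hydrolase directed probe; 0% = PME-1 with DMSO and 100% = wells lacking PME-1 enzyme; inhibitors block probe labeling so polarization falls and inhibition rises; many of its hits are not listed in these tables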
Target sequence (Q9Y570 whole entry, looked up): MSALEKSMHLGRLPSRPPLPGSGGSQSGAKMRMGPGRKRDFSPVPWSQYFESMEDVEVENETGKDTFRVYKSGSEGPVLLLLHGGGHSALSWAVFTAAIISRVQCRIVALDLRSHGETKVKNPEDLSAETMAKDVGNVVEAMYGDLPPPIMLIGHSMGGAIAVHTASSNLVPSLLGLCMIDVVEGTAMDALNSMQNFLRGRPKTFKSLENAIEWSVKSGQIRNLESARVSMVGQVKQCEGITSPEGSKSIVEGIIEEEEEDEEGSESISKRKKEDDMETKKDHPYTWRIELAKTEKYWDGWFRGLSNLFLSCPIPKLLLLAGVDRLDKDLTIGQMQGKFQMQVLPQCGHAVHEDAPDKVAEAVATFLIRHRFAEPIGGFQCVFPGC
PAD4 inh: inhibitors of human PAD4; Q9UM07; recombinant PAD4, RCA probe fluorescence polarization; inhibition, % at 6.36 µM; actives 0.41% (n = 330,000); AID 485272;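 active = percent inhibition above a cutoff equal to the mean of all tested compounds plus 3 SD, cut at about 15% in these data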;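 note: 0% = PAD4 with RCA probe and DMSO and 100% = probe without PAD4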
Target sequence (Q9UM07 whole entry, looked up): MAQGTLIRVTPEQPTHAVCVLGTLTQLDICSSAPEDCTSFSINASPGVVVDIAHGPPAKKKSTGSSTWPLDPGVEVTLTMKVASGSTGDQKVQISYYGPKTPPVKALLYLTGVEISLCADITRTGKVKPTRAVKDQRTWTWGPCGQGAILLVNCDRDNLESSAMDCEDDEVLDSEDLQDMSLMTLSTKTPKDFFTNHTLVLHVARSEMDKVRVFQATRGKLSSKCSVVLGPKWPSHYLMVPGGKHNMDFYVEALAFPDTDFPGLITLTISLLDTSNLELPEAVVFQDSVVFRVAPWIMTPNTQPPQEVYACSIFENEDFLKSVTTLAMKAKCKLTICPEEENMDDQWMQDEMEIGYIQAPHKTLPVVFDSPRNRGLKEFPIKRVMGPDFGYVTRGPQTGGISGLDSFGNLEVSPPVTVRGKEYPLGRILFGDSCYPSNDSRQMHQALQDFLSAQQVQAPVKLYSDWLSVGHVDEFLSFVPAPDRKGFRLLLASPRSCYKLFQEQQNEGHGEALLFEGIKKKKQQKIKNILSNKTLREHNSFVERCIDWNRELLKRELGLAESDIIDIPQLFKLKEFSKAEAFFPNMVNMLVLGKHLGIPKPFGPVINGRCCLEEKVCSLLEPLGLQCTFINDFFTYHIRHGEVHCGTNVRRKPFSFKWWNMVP
LYPLA1 inh: counter-screen for PME1 inhibitors: inhibitors of human LYPLA1; O75608; recombinant LYPLA1, FP-Rh probe fluorescence polarization; inhibition, % at 5.9 µM; actives 0.16% (n = 320,000);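 active = inhibition above the mean of all tested compounds plus 3 SD, set per campaign, cut at about 14% in these data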;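 note: inhibitors block serine hydrolase probe labeling of LYPLA1 so polarization falls; 0% = enzyme with DMSO and 100% = wells lacking LYPLA1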
Fam108B counter: blocks mouse Fam108B hydrolase in RBBP9 counter-screen | recombinant Fam108B, FP-Rh probe fluorescence polarization | inhibition, % at 9.51 µM | AID 1947 | actives 0.33% (n = 300,000);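 active = inhibition above the screen mean inhibition plus 3 SD, computed separately per campaign, cut at about 18% in these data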;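 note: inhibitors lower polarization as less probe binds the enzyme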
PAFAH1B3 FP inh: blocks human PAF acetylhydrolase 1B catalytic subunit 3; recombinant PAFAH1B3, FP-rhodamine probe, fluorescence polarization; Q15102; inhibition, % at 3.39 µM; actives 0.28% (n = 340,000);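 active = inhibition above the screen-wide average of all tested compounds plus 3 SD, cut at about 25% in these data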;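 note: 0% = enzyme with DMSO only and 100% = wells lacking PAFAH1B3 protein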
* = called active by the depositor; / = no result given.

SMILES | PAFAH1B2 FP inh | pPAFAH FP inh | GSTO1 inh | PAFAH2 FP inh | PME-1 primary | PAD4 inh | LYPLA1 inh | Fam108B counter | PAFAH1B3 FP inh
CCCCCCSc1ccc([C@H]2N[C@@](CC(C)C)(C(=O)OC)[C@H]3C(=O)N(C)C(=O)[C@@H]23)cc1OC | 2 | 5 | 3 | -3 | 4 | 6 | -2 | -3 | 7
Cn1c(=O)c2c(nc(CN3CCOCC3)n2CCN2CCOCC2)n(C)c1=O | 0 | -4 | -2 | -6 | 2 | 6 | 1 | 0 | -2
Cc1c(C)n(CCN(C)C)c2ncnc(NCc3ccccc3)c12 | 1 | 4 | 6 | -4 | 7 | -6 | -1 | 6 | -3
COCCNC(=O)Cn1nc(C(F)(F)F)c(Br)c1C | 0 | -4 | 2 | 0 | -12 | 1 | 1 | -9 | 2
O=C(c1cccc(S(=O)(=O)N2CCOCC2)c1)N(Cc1ccc(F)cc1)Cc1ccco1 | 2 | 2 | 13 | 3 | -1 | 3 | 8 | -3 | -3
O=C(O)c1cc([N+](=O)[O-])ccc1NCc1cccnc1 | 6 | 3 | 9 | 0 | 1 | 1 | 2 | 8 | 4
CC1CCC(NC(=O)CN2CCN(S(=O)(=O)c3cccs3)CC2)CC1 (stereo not drawn) | 2 | -1 | / | -1 | 10 | -3 | 5 | / | 3
Cc1nc2ccccc2nc1OCC(=O)Nc1ccc2ccccc2c1 | 9 | 1 | 3 | -5 | -9 | -5 | 0 | 3 | 5
Cc1ccc(/C=N/NC(=O)c2cccc(S(=O)(=O)Nc3ccccc3Cl)c2)s1 | 7 | 17 | 4 | 7 | 3 | -4 | 3 | 3 | 10
COc1cc(CCC(=O)OCC(=O)NC(=O)c2ccc(Cl)cc2)cc(OC)c1OC | -5 | 8 | -8 | -1 | -13 | -6 | -3 | 3 | -4
Cc1ccc(N2C(=O)CSC2c2ccccn2)cc1Cl (stereo not drawn) | 0 | 0 | 5 | 0 | 4 | 2 | -5 | 0 | 2
CCC(C)NC(=O)[C@H](CSCc1ccccc1)N1Cc2ccccc2C1=O (stereo partly drawn) | 4 | 2 | 4 | -2 | 1 | -4 | -5 | 1 | 10
O=C(NCCCc1ccncc1)C1CCC(=O)N(Cc2cccc(F)c2)C1 (stereo not drawn) | 1 | 0 | 4 | -3 | 5 | 0 | 4 | 6 | 9
COc1ccc(NC(=O)CCc2nnc3ccc(N4CCC(C)CC4)nn23)cc1 | 3 | -1 | -1 | 3 | 7 | 0 | 4 | 1 | 5
C=CCOc1ccc(/C=C\c2nc(O)c([N+](=O)[O-])c(=O)[nH]2)cc1OCC | 0 | 2 | -5 | -4 | -6 | 4 | -4 | 0 | 4
O=C(Nc1nc(-c2ccccn2)cs1)c1cc(S(=O)(=O)N2CCOCC2)ccc1F | 1 | 5 | / | 8 | 4 | -4 | -5 | / | 4
COc1ccc(C(C)=O)cc1COC(=O)[C@H](Cc1ccccc1)NC(=O)c1ccco1 | 3 | 5 | / | 12 | / | 1 | / | / | 13
CCOC(=O)C1CCCN(C(=O)c2cc(Nc3ccc(OC)cc3)nc3ccccc23)C1 (stereo not drawn) | 3 | 8 | 3 | 5 | 7 | -6 | -2 | 11 | 11
O=C(CCS(=O)(=O)c1ccc(Cl)cc1)N1CCN(S(=O)(=O)c2cccs2)CC1 | 10 | 5 | -10 | 51* | -2 | -8 | -1 | 3 | 18
O=C(CN1CCOCC1)NNC(=O)c1ccc([N+](=O)[O-])cc1 | -1 | 3 | 5 | -2 | -1 | 3 | 0 | 5 | 1
O=C(CN1C(=O)N/C(=C\c2ccccc2OCc2ccc(C(=O)O)cc2)C1=O)Nc1ccc(F)cc1 | -2 | -4 | -13 | -9 | -6 | -4 | -5 | -10 | 5
Cc1ccc2oc(=O)cc(/C=C/c3ccccc3)c2c1 | 4 | 3 | -4 | 7 | 1 | 3 | 1 | -3 | 3
CCCN1CCN(C(=O)Cn2cnc3sc(C)c(S(=O)(=O)N4CCC(C)CC4)c3c2=O)CC1 | 5 | 2 | 5 | 11 | 5 | 1 | 1 | 4 | 7
Cc1cc(C)cc(C(=O)N2CCN=C2SCc2ccc([N+](=O)[O-])cc2)c1 | 5 | -1 | 2 | 3 | -3 | 3 | 1 | -5 | 0
CCC(Sc1nc2ccc(C)cc2[nH]1)C(=O)O (stereo not drawn) | 2 | 1 | 6 | 9 | -1 | 6 | 1 | -3 | 4
Cc1ccc(NC(=O)CSc2nnc(-c3ccc(S(=O)(=O)N4CCCC4)cc3)o2)cc1C | 4 | 1 | 3 | -16 | 1 | 1 | 3 | -12 | -8
COc1ccc(S(=O)(=O)N2CCCCC2)cc1NC(=O)Cc1ccsc1 | 1 | -1 | / | 9 | 17 | -3 | 1 | / | 6
CC(=O)Nc1ccc(NC(=O)C(C)OC(=O)CCc2nc3ccccc3s2)cc1 (stereo not drawn) | 3 | 0 | 5 | -2 | -3 | -4 | -1 | 2 | 6
CN1CCN(C(=O)c2cc(=O)c3cc(Cl)ccc3o2)CC1 | -4 | 6 | -2 | 17 | -1 | 3 | -1 | -2 | 3
O=c1nc(N/N=C/C=C/c2ccccc2)cn[nH]1 | -4 | -1 | 1 | 3 | 0 | 5 | 3 | 4 | 0
Cc1[nH]n(-c2ccccc2)c(=O)c1C=NC1CCCCCC1 | 11 | 2 | 1 | 5 | 7 | 4 | 6 | -2 | 5
COc1ccc(C(=O)N[C@H](C(=O)Nc2nc3c(s2)CCCC3)C(C)C)cc1 | 2 | 2 | 3 | -3 | 1 | -1 | -3 | 1 | -1
CC1(C)CC(=O)c2cc(C(=O)N3CCCC(C)(C)C3)c(=O)n(-c3ccccc3)c2C1 | -1 | 5 | 8 | 6 | -2 | -3 | -2 | -1 | 2
CN(Cc1ccccc1)C(=O)COC(=O)C1CCN(S(=O)(=O)c2ccc3c(c2)OCCO3)CC1 | 3 | 15 | 5 | 8 | 1 | 0 | 0 | 0 | 0
CC(C)NC(=O)NC(=O)CSc1nnc(-c2c[nH]c3ccccc23)o1 | -3 | 4 | 12 | -3 | -5 | -4 | -2 | -1 | -7
C=CCn1c(-c2cc3c(s2)CCC(CC)C3)n[nH]c1=S (stereo not drawn) | 8 | 11 | 4 | -3 | -2 | -1 | 1 | 1 | 6
C=CCOC(=O)C1=C(C)NC(=O)NC1/C=C/c1ccccc1OC (stereo not drawn) | 1 | 4 | -7 | 0 | -2 | -3 | 0 | -1 | 7
O=C(Nc1ccccc1-c1nnc(SCc2ccc(Cl)cc2)o1)c1ccccc1 | -2 | 1 | 1 | -5 | -3 | -1 | 0 | -8 | 0
CCC(CC)NC(=O)c1ccc2nc[nH]c2c1 | 4 | 5 | 3 | 3 | -4 | 0 | 0 | 1 | 7
N#Cc1c(SCC(=O)Nc2nncs2)sc2c(O)cc(=O)[nH]c12 | 14 | 49* | 51* | 37* | -35 | -14 | -8 | 32* | 36*
O=C(NCc1cc(F)cc(C(F)(F)F)c1)C1CCC(=O)N(C2CCCC2)C1 (stereo not drawn) | 4 | 5 | -4 | 4 | 0 | 0 | -1 | 1 | 5
CC(C(=O)N1CCCc2ccccc21)N1CCN(S(=O)(=O)c2ccccc2F)CC1 (stereo not drawn) | 10 | 4 | 3 | 2 | 4 | 0 | 0 | -6 | 2
CCSc1nc2c(sc3ccccc32)c(=O)n1C(C)C | 7 | 6 | 1 | -3 | 1 | -1 | 0 | -3 | 4
FC(F)(F)c1ccc(C2NCCc3sccc32)cc1 (stereo not drawn) | -3 | -5 | 5 | -7 | -1 | 1 | 4 | 1 | 8
Cc1ccc(CN2C(=O)CSC2c2cccnc2)cc1 (stereo not drawn) | -1 | 4 | 6 | -11 | -1 | -4 | 1 | -2 | -1
O=C(NCCC1=CCCCC1)c1cccc(S(=O)(=O)N2CCCCC2)c1 | 17 | 7 | 5 | 1 | 1 | -2 | 4 | -3 | 4
O=C(O)CCC(=O)c1ccc2c(c1)CCCC2 | 0 | 3 | 17 | -2 | -2 | 2 | 1 | -2 | 8
O=[N+]([O-])c1cc(C(F)(F)F)ccc1N1CCN(S(=O)(=O)c2ccc3ccccc3c2)CC1 | 3 | 0 | -7 | -8 | -2 | -2 | -3 | 0 | -1
N#CCC(=O)Nc1ccc(C(=O)OCC(=O)Nc2ccc3ccccc3c2)cc1 | -26 | 33* | / | -2 | -53 | -18 | -29 | / | -31
CCC(C)Sc1cccc(-c2nc3cc(C)ccn3c2NC2CCCCC2)c1 (stereo not drawn) | 4 | 0 | / | 10 | / | -15 | / | / | 14
Cc1cnc(C)c(N2CCN(C(=O)C3CCC(=O)N(CCc4cccc(F)c4)C3)CC2)n1 (stereo not drawn) | 2 | 5 | 4 | 7 | 1 | -2 | 4 | -1 | -3
CS(=O)(=O)N(CC(=O)NC1CC2CCC1C2)c1ccc(Oc2ccccc2)cc1 (stereo not drawn) | / | 1 | 3 | / | -1 | 0 | 1 | -1 | /
C=CCc1cccc(/C=N/NC(=O)c2ccccc2OC)c1O | 0 | 0 | -1 | -1 | -13 | 4 | -10 | -7 | 7
NC(=O)CSc1cn(Cc2ccc(F)cc2)c2ccccc12 | 6 | 1 | 1 | 2 | 7 | 0 | 4 | 0 | 7
CC(=O)c1ccc(OC(C)C(=O)Nc2cccc(S(=O)(=O)NCc3ccco3)c2)cc1 (stereo not drawn) | 3 | 2 | / | 2 | / | 2 | / | / | 5
C=C(C)Cn1c(SCC(=O)N/N=C/c2cccc(O)c2)nc2ccccc2c1=O | 0 | 8 | -5 | 5 | 0 | -1 | -3 | 1 | -7
CC(=O)c1cccc(NC(=O)COc2cc(C)on2)c1 | 1 | 2 | / | 0 | 2 | -2 | -4 | / | -2
COC(=O)c1ccccc1NC(=O)c1ccc(COc2ccc3c(c2)CCC3)cc1 | 1 | 3 | 6 | 0 | -7 | 1 | -1 | -5 | -3
COc1ccc(NC(=O)CCN2C(=O)c3ccccc3S2(=O)=O)c(OC)c1 | 2 | -3 | 15 | 1 | 2 | -3 | 3 | 1 | 6
CC1(C)Cc2ccccc2-c2nc(CN3CCOCC3)[nH]c(=O)c21 | 7 | -1 | 0 | -3 | 5 | -2 | 0 | 6 | 1

More records follow:
SMILES | PAFAH1B2 FP inh | pPAFAH FP inh | GSTO1 inh | PAFAH2 FP inh | PME-1 primary | PAD4 inh | LYPLA1 inh | Fam108B counter | PAFAH1B3 FP inh
CC1CC(C)(C)N(C(=O)NC2CCCCC2)c2ccccc21 (stereo not drawn) | -5 | 3 | -1 | 4 | -9 | 2 | 0 | 1 | 0
COC(=O)C1=C(C)N(CCc2ccccc2)C(=O)C1(NS(=O)(=O)c1ccc(NC(C)=O)cc1)C(F)(F)F (stereo not drawn) | 11 | -4 | 6 | 10 | -7 | -6 | 4 | -7 | 6
CC1CCCC(C)N1C(=O)CSc1nc(N)cc(N)n1 (stereo not drawn) | 11 | 0 | 5 | -3 | 1 | 0 | 7 | 4 | 5
Cc1ccc(NC(=O)C2CCN(S(=O)(=O)c3c(C)nn(C)c3C)CC2)c(Cl)c1 | 3 | 13 | 4 | -5 | -2 | 1 | -2 | 1 | 7

This is a subset. The share of hits here may be higher or lower than overall.
